KCNH2 3.1 block: inhibitors of human KCNH2 3.1 potassium channel isoform. hit rate 0.95% among 340,000. activity change, % (tested at about 1.8 µM). AID 720553. U2OS KCNH2 3.1, thallium flux FluxOr; active compounds read low;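 active = maximum activity change below -70%; inconclusive = maximum activity change from -70% to -50%; inactive = maximum activity change above -50%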;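 also: thallium influx rate constant from kinetic fluorescence after stimulation buffer; % is scaled to controls: 0 for no effect and ±100 for the full control effect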
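Normalized rate constant (relative to positive and negative DMSO controls) derived from a 2 min kinetic fluorescence read after stimulation; U2OS cells expressing the 3.1 isoform via virus at 1.77 x 10^8 /mL.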
TCR act: activates T cell receptor signaling. primary human leukocytes, anti-CD3, IL-2 HTRF, 48 h. Potency, µM (top dose mostly 9.22 µM), without a hit: at the top dose activation of IL-2 secretion, usual class: activators. 330,000 tested, under 10 active. AID 504894; also: % of control where 0% means no effect
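Using a-CD3 beads without co-stimulation, primary human leukocytes were exposed to compounds for 48 hr. An HTRF IL-2 kit measured the cytokine, with europium-to-d2 energy transfer producing emission at 665nm upon 320nm excitation.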
TRPV1 agonist: activates the human vanilloid receptor TRPV1 | activation, % at 8.33 µM | Q8NER1 | AID 540275 | hit rate 0.19% among 320,000 | TRPV1-expressing cells, Fluo-8 calcium influx, agonist mode; in the data active = activation above about 80%; inconclusive = between about 30% and that limit; also: 0% is about no effect
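Fluo-8 calcium influx in TRPV1-expressing cells, kinetic read (ex 480/em 520 nm). Compound added and read 3 min for agonist activity, followed by capsaicin at EC20 final and 2 min further read for enhancement.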
Mito fusion yeast: inhibitors of mitochondrial division or activators of mitochondrial fusion. S. cerevisiae fusion-defective mutant growth rescue, CellTiterGlo 48 h. hit rate 0.23% among 320,000. Potency, µM (doses to about 46.1 µM), for inactives: top-dose growth rescue (activation), hits mostly activators. AID 485298;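 also: potency is read from the fitted curve at half-maximal effect; % of control where 0% means no effect; nearly all actives have a fitted effect of over 45% in size; temperature-sensitive fusion mutants such as fzo1-1 at 37 °C on non-fermentable ethanol glycerol medium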
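Compounds are tested for their ability to restore growth of mitochondrial fusion-defective yeast strains at non-permissive 37C in YPEG medium over 48 hours. Viability is quantified by luciferase luminescence.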
KCNH2 WT inh: KCNH2 (human, wildtype) channel inhibition | hit rate 0.37% among 340,000 | Q12809 | activity change, % at 1.84 µM | U2OS, BacMam KCNH2, thallium flux FluxOr; active compounds read low | AID 720551;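 active = maximum activity change below -70%; inconclusive = maximum activity change between -70% and -50%; inactive = maximum activity change above -50%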; also: % is scaled to controls: 0 for no effect and ±100 for the full control effect
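U2OS cells transduced with wild-type KCNH2 virus are loaded with FluxOr dye for 45 min, and thallium flux is measured in kinetic reads before and after stimulation buffer. Rate constants are normalized to DMSO controls.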
Eya2 inh: Eya2 (human) phosphatase inhibition; O00167; recombinant Eya2, OMFP fluorescence dephosphorylation (OMFP is methylfluorescein phosphate); Potency, µM (titrated, usually from 76.9 µM), without a hit: top-dose activity, negative = inhibition, usual class: inhibitors; hit rate 0.006% among 330,000; AID 488837; also: potency is read from the fitted curve at half-maximal effect; % is scaled to controls: 0 for no effect and ±100 for the full control effect
Target sequence (O00167 whole entry, looked up): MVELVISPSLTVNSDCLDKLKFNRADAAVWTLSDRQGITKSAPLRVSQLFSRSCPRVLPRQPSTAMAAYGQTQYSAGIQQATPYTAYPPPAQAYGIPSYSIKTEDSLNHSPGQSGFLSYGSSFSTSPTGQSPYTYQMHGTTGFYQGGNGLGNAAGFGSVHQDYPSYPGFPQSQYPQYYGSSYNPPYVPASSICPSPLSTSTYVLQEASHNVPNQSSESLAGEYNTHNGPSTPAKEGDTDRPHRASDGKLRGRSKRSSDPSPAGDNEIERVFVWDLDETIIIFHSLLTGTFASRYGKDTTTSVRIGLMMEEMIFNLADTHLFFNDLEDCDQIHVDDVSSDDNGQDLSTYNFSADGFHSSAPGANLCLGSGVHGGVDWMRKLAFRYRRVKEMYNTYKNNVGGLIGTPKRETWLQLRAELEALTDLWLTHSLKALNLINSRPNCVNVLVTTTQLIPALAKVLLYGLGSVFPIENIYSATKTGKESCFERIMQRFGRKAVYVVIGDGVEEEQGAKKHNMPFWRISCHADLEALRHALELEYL
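Eya2 (0.2 uM) preincubated 10 min at ambient with compound, then OMFP substrate added at 50 uM; 10 min reaction in 50 mM HEPES pH 7.5, 50 mM NaCl, 5 uM MgCl2, 0.05% BSA, 1 mM DTT. Fluorescence read at Ex 485/Em 525 nm.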
USP2a block: USP2a (human) protease inhibition | O75604 | Potency, µM (series often up to 38.3 µM), for inactives: top-dose activity change, negative = inhibition, usual class: inhibitors | USP2 core, Ub-CHOP2 coupled fluorogenic reporter, 485/531 | AID 463254 | hit rate 0.01% among 330,000;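 also: potency is read from the fitted curve at half-maximal effect; plate controls were DMSO wells for no effect and full inhibition by NEM control for full effect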
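Cell-free coupled assay: 10nM USP2 core preincubated 30min RT with compound in Tris-HCl pH 8.0/CaCl2/CHAPS buffer, then 25nM Ub-CHOP2 and 25nM reporter substrate; fluorescence (Ex 485/Em 531) read after 60min RT, normalized to NEM inhibition, concentration-response curves fitted.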
A-T KAP1 phos: potential ataxia-telangiectasia treatment; hit rate 0.19% among 320,000; […] A-T fibroblasts, KAP-1 phosphorylation AlphaLISA; neocarzinostatin DNA damage 30 min before lysis; Potency, µM (series often up to 57.5 µM), for inactives: top-dose activation, hits mostly activators; also: potency is read from the fitted curve at half-maximal effect; % of control where 0% means no effect; nearly all actives have a fitted effect of over 45% in size
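ATM-like activity read as KAP-1 phosphorylation via AlphaLISA donor/acceptor antibody pairs after lysis and 6 hr at 25C. Cells were ATM-null patient fibroblasts ([…], hTERT), dosed 60 min, then exposed to the DSB inducer NCS for 30 min.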
TSHR antag: antagonists of human thyroid stimulating hormone receptor. TSHR-expressing cells, TSH-stimulated cAMP HTRF, 2 h; active compounds read low. activity change, negative = inhibition, % at 11.5 µM. hit rate 0.2% among 330,000. AID 504810;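 active = activity change below a set negative limit, meaning inhibition stronger than a set level, cut at about -70% in these data; inconclusive = activity change between two set negative limits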; also: % is scaled to controls: 0 for no effect and ±100 for the full control effect
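Antagonism was scored as loss of TSH-driven cAMP in TSHR cells, stimulated with 4nM TSH (EC80) for 2 hours at 37 deg C and detected by homogeneous HTRF competition immunoassay.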
ELG1 DNA repair: blocks ELG1-dependent DNA repair in HEK293T cells; HEK293T ELG1-luciferase reporter, luminescence, 16 h; DNA damage induced by 5-fluorouridine; Potency, µM (doses to about 46.1 µM), without a hit: at the top dose activity change, negative = inhibition, most hits filed as inhibitors; hit rate 2.3% among 330,000; AID 504467; also: potency is read from the fitted curve at half-maximal effect; % is scaled to controls: 0 for no effect and ±100 for the full control effect; nearly all actives have a fitted effect of over 55% in size
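HEK293T cells expressing luciferase-tagged ELG1 (2,000/well) received 5-Fluorouridine plus compound or DMSO for 16 hr at 37 °C. Luciferase was read by ONE-Glo luminescence after 30 min at room temperature.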
* marks the source's active call; other numbers are inactive results; ? = inconclusive; nt = not tested or not shown; & = joins results of further samples; [ ] = another dose, or the depositor's remark. Unless noted, calls follow the shape of the dose curve; as a rule, active = well fitted curve in the direction sought with a large enough effect; inconclusive = small, poorly fitted or top-dose-only effect, or another doubt; inactive = no such curve, though single readings can be large; an effect the other way counts as inactive or inconclusive. Some of the compounds tested. The share of hits here may be higher or lower than overall.

SMILES	KCNH2 3.1 block	TCR act	TRPV1 agonist	Mito fusion yeast	KCNH2 WT inh	Eya2 inh	USP2a block	A-T KAP1 phos	TSHR antag	ELG1 DNA repair
COC(=O)Cc1c(C)nc2nc(-c3ccccc3)[nH]n2c1=O	1.3	-1.7%	0.9	0.9%	6.6	21.0%	1.5%	-1.4%	16.3	16.3%
CC1=C(C(N)=O)S(=O)(=O)c2ccccc21	6.6	2.3%	-1.1	3.0%	-3.2	11.2%	3.4%	-13.6%	-4.6	-10.7%
O=[N+]([O-])c1cccc(N/N=C/c2cccc3ccccc23)c1	0.8	-2.1%[46.1 µM]	-3.8	4.4%	-3.0	-5.2%	1.4%	9.3%	2.6	?
Cc1ccccc1NS(=O)(=O)c1ccc(C(=O)NCC(c2ccccc2)N(C)C)cc1 (stereo not drawn)	nt	-0.6%	0.3	3.3%	5.7	-9.9%	0.1%	-11.8%	28.9	7.7%
COc1ccc(CN(Cc2nc3ccccc3c(=O)[nH]2)C(=O)C(C)(C)C)cc1	0.0	-7.2%	1.5	1.8%	11.5	-0.6%	2.3%	-0.5%	-12.1	4.3%
COc1ccc(NC(=O)c2c(Cl)n(C)c3ccccc23)cc1	-7.2	3.3%	8.8	0.4%	2.9	-0.8%	0.4%	5.3%	-6.1	?
O=C(COC(=O)C1=COCCO1)Nc1c(F)cccc1F	10.3	6.1%	-1.9	-7.2%	-1.3	23.1%	0.6%	-4.0%	3.9	19.1%
CCOC(=O)N=S(=O)(Oc1ccc([N+](=O)[O-])cc1)c1ccc(Cl)cc1 (stereo not drawn)	4.7	-6.1%[46.1 µM]	11.6	15.4%	19.3	-1.8%	0.0%	nt	-1.0	-17.0%
COc1cc(C2/C(=C(\O)c3ccc4c(c3)OCCO4)C(=O)C(=O)N2c2nnc(C)s2)cc(OC)c1OC (stereo not drawn)	4.3	5.3%	-1.1	-3.7%	0.1	-2.1%	1.3%	-0.8%	3.7	?
CN(C)/C(=N\S(=O)(=O)c1ccc(Cl)cc1)c1ccc(F)cc1	9.4	-1.6%	1.0	4.2%	-2.6	0.6%	1.5%	11.3%	-13.4	-13.4%
CCN(CC)CCCN(CC(=O)N(C)Cc1ccccc1)C(=O)c1ccc([N+](=O)[O-])cc1	-28.3	1.0%	-1.1	0.0%	20.8	12.8%	0.7%	-6.3%	-6.0	10.6%
CCOC(=O)N1CCN(C2=NC3(CCCCC3)C(C#N)C(=O)N2)CC1 (stereo not drawn)	-18.3	3.5%	0.2	-4.2%	-3.1	3.2%	0.7%	3.3%	0.9	6.7%
COc1cc(CNC(=O)CCn2nc(C)c3c(C)n(-c4ccccc4)nc3c2=O)cc(OC)c1OC	-5.9	6.3%	2.5	-2.4%	3.8	-5.8%	7.9%	-14.0%	0.4	14.3%
CN(CC(=O)Nc1ccc(F)cc1)C(=O)CN1C(=O)NC2(CCCc3ccccc32)C1=O (stereo not drawn)	3.1	-3.7%	-2.6	-0.3%	-4.9	7.4%	1.0%	5.2%	-7.2	-3.2%
Cc1nnc(SCC(=O)N/N=C/c2cc(Cl)c(O)c(Cl)c2)s1	-1.1	1.4%[46.1 µM]	-4.3	0.2%	20.2	-22.4%	0.7%	-6.5%	6.7	2.6%
O=C(Nc1ccccc1)OCN1C(=O)c2ccccc2C1=O	22.9	2.1%	2.6	4.1%	-1.5	10.1%	1.8%	8.7%	-10.7	?
Cc1ccccc1N(C(=O)Cn1nnc(-c2cccs2)n1)C(C(=O)NCCC(C)C)c1ccco1 (stereo not drawn)	-5.0	6.1%	2.5	4.4%	2.4	-7.5%	-0.2%	-2.1%	-9.3	-13.5%
COc1ccc2c(c1)C(NC(C)=O)C(=O)N2CCc1ccccc1 (stereo not drawn)	3.3	3.6%	3.2	-0.6%	7.4	4.5%	-0.3%	3.2%[11.5 µM]	-2.8	5.4%
OCCC1CN(Cc2cc(F)ccc2F)CCN1CCCc1ccccc1 (stereo not drawn)	-21.4	2.0%	4.2	-1.0%	25.5	0.2%	-0.6%	-4.9%	11.1	-7.6%
O=C(Cc1c(F)cccc1Cl)c1ccc(O)cc1O	-2.3	5.4%	-1.0	6.7%	-2.1	-14.1%	1.3%	-0.4%	17.6	26.3%
CC1(c2ccc(Cl)cc2)NC(=O)N(CC(=O)Nc2ccc(N3CCCCC3)cc2)C1=O (stereo not drawn)	11.6	4.2%	2.3	-2.2%	-1.8	2.4%	-0.3%	2.9%	nt	4.3%
Cc1cc(C)n2nc(C(=O)Nc3cc(S(=O)(=O)N4CCCCC4)ccc3C)nc2n1	18.0	-3.9%	nt	nt	1.3	-28.7%	5.5%	7.1%	nt	0.0%
Cc1ccc2nc(N3CCOCC3)c3nncn3c2c1	3.5	4.8%	0.3	0.6%	-10.0	-5.1%	1.9%	-7.7%	-5.7	?
CCOc1ccc(C(C(=O)NC2CCCC2)N(C(=O)CNC(=O)c2ccco2)c2cccnc2)cc1 (stereo not drawn)	-20.6	5.8%	0.9	-6.4%	-1.3	?	1.2%	10.6%	-20.1	8.9%
Cc1cccc(NC(=O)c2ccc(CN3CCN(Cc4ccccc4)CC3)cc2)c1	-6.0	1.8%	19.2	-0.3%	-1.5	-0.8%	-0.2%	2.5%	-15.8	3.0%
COc1ccc(C(=O)C2CCCN(C(=O)c3cccnc3SC)C2)c(C)c1 (stereo not drawn)	10.4	-2.4%	7.3	0.8%	-9.4	-14.6%	-0.5%	4.4%	-2.4	?
CS(=O)(=O)NNC(=O)c1cc2cc3ccccc3nc2s1	-6.7	2.6%	-3.8	-3.3%	-0.6	-1.5%	1.6%	-1.3%	-3.7	14.1%
CC(=O)NC(=S)Nc1ccc(NC(=O)c2cccnc2Cl)cc1	-1.2	0.6%	7.1	-1.6%	1.8	5.5%	5.9%	12.4%	2.9	?
C[c-]1[c-](C)[c-](C)[c-](C)[c-]1C.[Fe].c1cc2nccc(N3CCCC3)[c-]2c1 (stereo not drawn)	-0.5&-5.3	4.6%&0.0%	-2.4&-4.4	-6.4%&-4.3%	7.9&-1.6	-16.2%&-4.0%	?	32.3%&-22.6%	1.9&-0.5	?
COc1ccc(CN2CCOC2=O)cc1OC	18.7	0.7%	1.0	-3.6%	-5.5	10.4%	-1.7%	-1.2%	6.4	-2.8%

(list continues)
SMILES	KCNH2 3.1 block	TCR act	TRPV1 agonist	Mito fusion yeast	KCNH2 WT inh	Eya2 inh	USP2a block	A-T KAP1 phos	TSHR antag	ELG1 DNA repair
CCC1(C)Cc2nc3[nH]c(=S)n(-c4ccc(C)cc4)c(=O)c3cc2CO1 (stereo not drawn)	-6.0	-5.3%[46.1 µM]	-4.6	-5.2%	1.7	4.7%	3.8%	-6.9%	5.2	25.2%
CCOC(=O)c1c(NC(=O)C2=C(C)NC(=S)NC2c2ccc(F)cc2)sc(C)c1C (stereo not drawn)	-22.1	-1.2%[46.1 µM]	10.7	?	-19.4	8.1%	-2.4%	6.3%	0.3	7.31µM*
COc1ccccc1NC(=O)Cc1noc(CSc2nnc(C)s2)n1	9.8	3.6%	-2.1	-4.0%	-1.6	-5.7%	0.8%	1.7%	6.9	7.5%
CCCCCCCc1c(C#N)c(N)[nH]c(=S)c1C#N	-6.9	6.9%	1.1	23.9%	1.8	6.7%	2.0%	-23.1%	-20.0	?
Cc1n[nH]c(C)c1S(=O)(=O)N1CCCC(C(=O)NC2CCCCC2)C1 (stereo not drawn)	3.7	-2.0%	4.6	2.9%	-7.4	3.1%	0.3%	4.2%	6.1	-7.1%
O=C(/C=C/c1c(Cl)nc2ccccn12)N1CCN(c2ccc(F)cc2)CC1	-15.3	-2.0%	-1.3	-7.3%	6.1	12.9%	-0.6%	4.8%	1.1	?
CCCCOc1ccc(S(=O)(=O)Nc2cccnc2)cc1	-13.0	0.9%	10.0	6.6%	-1.7	-7.9%	-0.8%	3.2%	-25.9	-1.0%
COc1ccc(C(C(=O)NC2CCCC2)N(C(=O)c2ccoc2C)c2cc(C)cc(C)c2)cc1 (stereo not drawn)	-3.8	2.2%	?	3.4%	-10.8	-11.4%	1.5%	6.5%	-11.2	-10.6%
COc1cc(CNc2cccc(F)c2)cc(Br)c1O	2.0	-5.2%	0.9	0.6%	-21.4	-0.5%	-4.2%	-21.4%	-1.1	4.2%
CCN(CC)C(=O)C1CCCN(Cc2ccc(N(C)C)cc2)C1 (stereo not drawn)	-19.3	-3.1%	-2.6	1.0%	-3.3	-20.4%	3.1%	-4.6%	25.3	17.1%
O=C(N=c1ccn(-c2nc3ccccc3nc2NS(=O)(=O)c2ccc(Cl)cc2)cc1)c1cccs1	-18.1	-11.5%	1.0	8.4%	6.3	2.8%	?	1.4%	5.5	?
